Screens as filed in PubChem.
M. tuberculosis: growth inhibition of non-replicating M. tuberculosis (AID 488890); Mycobacterium tuberculosis non-replicating, growth inhibition; higher % means a stronger effect; inhibition, % at 25 µM; hits with a dose series show IC50 in µM; 320,000 tested, 0.39% active; in the data active = a potency from the dose series; inconclusive = inhibition mostly from about 82% at the one dose, without a potency; inactive = the rest, 99 in 100 with inhibition below about 76%;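 also: plate controls were DMSO cells for no effect and high antibiotic wells for full effect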
VEEV TC-83 Vero: inhibitors of VEEV TC-83 cytopathic effect, confirmation, Vero cells (AID 588727) | Vero cells, VEEV TC-83 cytopathic effect inhibition; higher % means a stronger effect | inhibition, % at 20 µM; hits with a dose series show IC50 in µM | 350,000 tested, 0.13% active; in the data active = a potency from the dose series; inconclusive = inhibition mostly from about 14% at the one dose, without a potency; inactive = the rest, 99 in 100 with inhibition below about 12%; also: strong numbers were not always called active
H1N1 NS1A inhibition: H1N1 influenza NS1A inhibitors, functional cell based assay (AID 504329). NS1A functional cell-based assay, percent inhibition; higher % means a stronger effect. one-dose inhibition, % at 12.5 µM; IC50 in µM for titrated hits. 340,000 tested, 0.3% active; in the data active = a potency from the dose series; inconclusive = inhibition above about 27% without an active follow-up result; also: strong numbers were not always called active
Salmonella PhoP GFP: Inhibition of PhoP regulon, Salmonella typhi GFP reporter cells, confirmation, 4 h (AID 1850); Salmonella Typhi PhoP-promoter GFP reporter, fluorescence, 4 h; higher % means a stronger effect; inhibition, % at 50 µM; hits with a dose series show IC50 in µM; 310,000 tested, 0.33% active; in the data active = a potency from the dose series; inconclusive = inhibition mostly from about 25% at the one dose, without a potency; inactive = the rest, 99 in 100 with inhibition below about 19%;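 also: 0% = induced wells with vehicle and 100% = uninduced wells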
M. tuberculosis HTS: M. tuberculosis growth inhibition, HTS (AID 449762); M. tuberculosis H37Rv growth inhibition, 7H9 media; higher % means a stronger effect; inhibition, % at 25 µM, or IC50 in µM where a hit was titrated; 330,000 tested, 0.59% active; in the data active = a potency from the dose series; inconclusive = inhibition above about 70% without an active follow-up result;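 also: bacterial growth assessed after seven days of incubation; strong numbers were not always called active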
VEEV TC-83 Vero 10K pilot screen: also measured in VEEV TC-83 Vero; calls as there; inhibition, %; measured here: 10K pilot screen inhibition
An asterisk follows results filed as active; i = inactive; u = inconclusive; x = no result given.

SMILES	M. tuberculosis	VEEV TC-83 Vero	H1N1 NS1A inhibition	Salmonella PhoP GFP	M. tuberculosis HTS	others
CCN1CCCC1CNC(=O)CCc1nc(-c2ccc(C)cc2)no1 (stereo not given)	10%	0.5%	2%	10%	-3%
O=C(COc1ccc2ccccc2c1)Nc1ccncc1	3.2µM*	0.3%	-1%	10%	u
COc1ccc(NC(=O)CSc2nc(O)cc(=O)n2-c2ccccc2OC)cc1	13%	2.8%	3%	-1%	3%
CC(C)NCC(O)c1ccc(NS(C)(=O)=O)cc1 (stereo not given)	-4%	1.1%	4%	-3%	1%
COc1ccc(OC)c(CCNC(=O)C2CCN(c3ncnc4c3nc3n4CCCCC3)CC2)c1	21%	0.1%	-10%	-4%	-3%
Cc1ccc(-c2csc(NC(=O)C[n+]3cc(-c4ccccc4)n4c3CCC4)n2)cc1	74%	1.9%	x	21µM*	u
CCCC(=O)Nc1ccc(C(=O)NNC(=O)c2ccccc2Br)cc1	-1%	3.6%	22%	-3%	-6%
COc1ccc(/C=C(/NC(=O)c2cccc([N+](=O)[O-])c2)C(=O)O)cc1OC	-18%	1.1%	3%	3%	-6%
C[C@@H]1CN(S(=O)(=O)c2c(F)cccc2F)CCN1S(=O)(=O)c1ccc2c(c1)OCCO2	-6%	1.8%	2%	x	4%
O=C(CN1CCN(CCC(=O)Nc2ccccc2F)CC1)Nc1ccc(F)cc1	-6%	0.6%	6%	6%	-11%
Cc1ccccc1NS(=O)(=O)c1cc(C(=O)NCc2ccncc2)ccc1Cl	18%	2.2%	-4%	-15%	-4%
COc1ccc(C(C(=O)NC2CCCCC2)N(C(=O)c2csnn2)C2CC2)cc1 (stereo not given)	1%	0.2%	7%	5%	-1%
Cc1ccc(/C=C/C(=O)O)cc1S(=O)(=O)N1CCCc2ccccc21	12%	1.6%	3%	10%	-2%
COc1cc(OC)cc(C(=O)N2CCN(C(=O)c3ccc(OC)c(OC)c3)CC2)c1	7%	0.9%	-2%	-5%	-9%
CCN(CC(=O)Nc1ccc([N+](=O)[O-])cc1OC)c1ccccc1	24%	0.1%	2%	-1%	0%
CC(=O)Nc1nnc(CCS(=O)(=O)c2ccc(Cl)cc2)s1	x	0.3%	-1%	x	x
CCOC(=O)N1CCN(CC(O)COc2ccc(CC)cc2)CC1 (stereo not given)	5%	1.3%	-6%	-18%	-3%
CCc1cc(C(=O)N2CCN(c3ccccn3)CC2)sc1C	-5%	4.0%	21%	-6%	1%
Cc1ccc(C(=O)OCC(=O)Nc2sccc2C(N)=O)cc1NC(=O)c1ccco1	13%	8.2%	7%	0%	2%
Cc1ccc(OCC(=O)Nc2ccc(CN3CCOCC3)cc2)cc1	17%	i	3%	-1%	-14%
COCCCNC(=O)C[C@H]1C[C@H](C(=O)N(C(C)C)C(C)C)[C@@]2(C)c3[nH]c4cc(-c5ccco5)ccc4c3CCN2C1=O	x	i	-2%	x	x
CCOc1ccc(CN(C)CC(=O)NNC(=O)c2ccc(Cl)cc2)cc1OC	4%	0.1%	0%	-1%	4%
CC[n+]1c(/C=C(\C)Nc2ccccc2)sc2ccccc21	6.3µM*	1.2%	5%	-2%	4%
C=C(C)c1cccc(C(C)(C)NC(=O)N2CCN(CC)CC2)c1	6%	i	-1%	-17%	-8%
COc1ccc(CN2C(=O)Cc3c2nc(N)c2c(N)nc(N4CCCCC4)c(C#N)c32)cc1	8%	x	x	-13%	6%
SMILES	M. tuberculosis	VEEV TC-83 Vero	H1N1 NS1A inhibition	Salmonella PhoP GFP	M. tuberculosis HTS	others
COc1cc(-c2noc(C)c2C(=O)NCCc2cccs2)cc(OC)c1OC	41%	i	-4%	x	-3%
Cn1cc([N+](=O)[O-])c(C(=O)NC2CCCCCC2)n1	-13%	1.9%	4%	-5%	5%
O=S(=O)(c1ccc(Br)cc1)N1CCN(c2ccc3nnc(-c4ccccc4)n3n2)CC1	x	3.7%	4%	-13%	-6%
O=C(c1cc(C2CC2)nc2ccccc12)N1N=C(C(F)F)CC1(O)C(F)F (stereo not given)	50%	i	-6%	7%	1%
Cc1ccc(C(=O)N2CCCN(c3nc4cc5c(cc4cc3C#N)OCO5)CC2)cc1	21%	2.9%	-10%	0%	-4%
COc1ccc(C(=O)C2CCCN(S(=O)(=O)N(C)C)C2)c(C)c1 (stereo not given)	-14%	i	-3%	-5%	5%
CC(C1CC1)N(Cc1ccccc1)C(=S)Nc1ccccc1Cl (stereo not given)	-2%	3.5%	3%	8%	-4%
Cc1c(C(=O)O)cc(-c2ccccc2)n1Cc1ccccc1	15%	i	1%	5%	8%
CCc1ccccc1NS(=O)(=O)c1c(C(=O)N2CCCCCC2)c(C)n(C)c1C	-3%	3.5%	-16%	-18%	8%
O=C(CCC1CCCCC1)NCCN1CCOCC1	5%	i	-14%	-5%	-2%
CCOC(=O)c1cc2cc3ccccc3cc2[nH]1	16%	1.1%	-1%	0%	-1%
COc1ccc(C(=O)N2CC3(C)CC2CC(C)(C)C3)cc1 (stereo not given)	10%	3.4%	1%	-2%	2%
Nc1cc(=O)[nH]n1C1CCCCC1	10%	1.3%	-5%	5%	12%
CCN(CC)S(=O)(=O)c1cc(OC)c(Cl)cc1Cl	18%	1.3%	-1%	1%	1%
Cc1ccnc(NC(c2ccncc2)c2c(C)[nH]c3ccccc23)c1 (stereo not given)	1%	3.9%	-5%	-1%	2%
COc1ccc(N2C(=O)C(CC(=O)Nc3ccccc3)N(Cc3ccc4c(c3)OCO4)C2=O)cc1 (stereo not given)	-2%	i	0%	11%	4%
CCOc1ccc(Br)cc1S(=O)(=O)Nc1cccc(S(=O)(=O)NC2=NCCC2)c1	14%	4.4%	0%	10%	-2%
O=C1CC(O)(C(F)(F)F)Oc2c1ccc1ccccc21 (stereo not given)	u	4.7%	-11%	-2%	2%
Cn1c(NCc2ccccc2O)nc2ccccc21	-11%	3.0%	-1%	8%	-4%	VEEV TC-83 Vero 10K pilot screen=0.2
COC(=O)c1c(NC(=O)c2ccoc2C)sc(C)c1C	-9%	3.2%	-13%	-2%	-13%
CCCCn1nnnc1SCC(=O)Nc1ccc(N(C)C)cc1	45%	0.7%	14%	-5%	-9%
CCOc1nc(-c2ccccc2)ccc1-c1noc(-c2ccco2)n1	0%	5.3%	7%	5%	12%
CSCCC(NC(=O)c1ccccc1)C(=O)N(C)CC(=O)Nc1ccc(N2CCOCC2)cc1 (stereo not given)	-12%	6.8%	-1%	-8%	-21%
Cc1ccc(S(=O)(=O)NC(=O)Nc2cc(C)no2)cc1	-16%	i	-27%	10%	4%
COc1ccc(C)cc1N(CC(=O)N1CCCC1)S(C)(=O)=O	12%	1.5%	-7%	9%	56%
SMILES	M. tuberculosis	VEEV TC-83 Vero	H1N1 NS1A inhibition	Salmonella PhoP GFP	M. tuberculosis HTS	others
C=CCSc1n[nH]c(-c2ccc(OCCC)cc2)n1	u	i	-12%	0%	57%
CCOc1ccccc1OCC(=O)NC1CCCCC1	0%	2.8%	1%	-2%	-3%
COc1ccc(-n2cc(-c3ccccc3)c3c(N4CCN(CCO)CC4)ncnc32)cc1	49%	i	11%	10%	55%
C=CCOc1ccc(/C=N/NC(=O)CN(c2cc(Cl)ccc2OC)S(=O)(=O)c2ccc(C)c([N+](=O)[O-])c2)cc1	-19%	0.7%	-8%	-3%	1%
CCOc1ccc(S(=O)(=O)N2CCCC(C(=O)N3CCOCC3)C2)cc1Cl (stereo not given)	-6%	i	8%	11%	-1%
CC(C)CN(C(=O)CN1CCc2ccccc21)c1c(N)n(CC(C)C)c(=O)[nH]c1=O	-2%	1.2%	-8%	-7%	2%
O=C(N/N=C/c1c(F)c(F)c(F)c(F)c1F)c1cccc(S(=O)(=O)N2CCOCC2)c1	32%	3.5%	-7%	7%	>100µM*
Cc1nc2nc(SCC(=O)c3ccccc3)[nH]c2cc1Br	-16%	i	x	-2%	6%
COc1ccc(C(=O)N(C)CC(=O)Nc2cccc(F)c2)cc1S(=O)(=O)NC1CCCC1	1%	7.1%	-2%	0%	-8%
COc1ccc(Nc2n[nH]c(N)c2C(N)=O)cc1	7%	1.2%	19%	-3%	-7%
Clc1cccc(CN2CCCCCC2)c1Cl	-2%	i	-3%	-7%	-8%
Cc1ccc(C2NC(c3ccc(C)cc3)C([N+](=O)[O-])C(C)(C)C2[N+](=O)[O-])cc1 (stereo not given)	34%	1.7%	-1%	-2%	14%
CCC(=O)Nc1ccc(NC(=O)CSc2nnnn2C(C)C)cc1	0%	1.9%	17%	-5%	-5%
COc1ccc(C(=O)n2nc(C#N)c(C#N)c2N)cc1	2%	1.3%	0%	-17%	-13%
Nc1ncc(Br)cc1S(=O)(=O)Nc1cc(C(F)(F)F)cc(C(F)(F)F)c1	68%	i	-14%	-1%	-7%
CCCn1nnc(NC(=O)c2ccccc2Cl)n1	-2%	0.4%	4%	-4%	4%
O=C(CSc1nnc(-c2ccc(Br)cc2)o1)Nc1cccc(C(=O)O)c1	3%	0.6%	-1%	-12%	-8%

15 successive compounds from above, quoted:
SMILES	M. tuberculosis	VEEV TC-83 Vero	H1N1 NS1A inhibition	Salmonella PhoP GFP	M. tuberculosis HTS	others
COc1ccc(-n2cc(-c3ccccc3)c3c(N4CCN(CCO)CC4)ncnc32)cc1	49%	i	11%	10%	55%
C=CCOc1ccc(/C=N/NC(=O)CN(c2cc(Cl)ccc2OC)S(=O)(=O)c2ccc(C)c([N+](=O)[O-])c2)cc1	-19%	0.7%	-8%	-3%	1%
CCOc1ccc(S(=O)(=O)N2CCCC(C(=O)N3CCOCC3)C2)cc1Cl (stereo not given)	-6%	i	8%	11%	-1%
CC(C)CN(C(=O)CN1CCc2ccccc21)c1c(N)n(CC(C)C)c(=O)[nH]c1=O	-2%	1.2%	-8%	-7%	2%
O=C(N/N=C/c1c(F)c(F)c(F)c(F)c1F)c1cccc(S(=O)(=O)N2CCOCC2)c1	32%	3.5%	-7%	7%	>100µM*
Cc1nc2nc(SCC(=O)c3ccccc3)[nH]c2cc1Br	-16%	i	x	-2%	6%
COc1ccc(C(=O)N(C)CC(=O)Nc2cccc(F)c2)cc1S(=O)(=O)NC1CCCC1	1%	7.1%	-2%	0%	-8%
COc1ccc(Nc2n[nH]c(N)c2C(N)=O)cc1	7%	1.2%	19%	-3%	-7%
Clc1cccc(CN2CCCCCC2)c1Cl	-2%	i	-3%	-7%	-8%
Cc1ccc(C2NC(c3ccc(C)cc3)C([N+](=O)[O-])C(C)(C)C2[N+](=O)[O-])cc1 (stereo not given)	34%	1.7%	-1%	-2%	14%
CCC(=O)Nc1ccc(NC(=O)CSc2nnnn2C(C)C)cc1	0%	1.9%	17%	-5%	-5%
COc1ccc(C(=O)n2nc(C#N)c(C#N)c2N)cc1	2%	1.3%	0%	-17%	-13%
Nc1ncc(Br)cc1S(=O)(=O)Nc1cc(C(F)(F)F)cc(C(F)(F)F)c1	68%	i	-14%	-1%	-7%
CCCn1nnc(NC(=O)c2ccccc2Cl)n1	-2%	0.4%	4%	-4%	4%
O=C(CSc1nnc(-c2ccc(Br)cc2)o1)Nc1cccc(C(=O)O)c1	3%	0.6%	-1%	-12%	-8%

Random draw from the library; overall some 1.5% were active at least once.
